Screening data as filed in PubChem.
STEP block – STEP phosphatase inhibitors, primary screen, biochemical, fluorescence intensity, uHTS; Tyrosine-protein phosphatase non-receptor type 5 (Homo sapiens), P54829; recombinant STEP, OMFP fluorogenic substrate; inhibition, % at 20 µM; hit rate 0.25% among 360,000; AID 588621, 2011;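 active = inhibition at 20 µM, scaled per plate between control wells, above about 37%, limit read from the data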;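 also: 0% = DMSO with enzyme and substrate and 100% = substrate only without enzyme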
Target sequence (P54829 whole entry, looked up): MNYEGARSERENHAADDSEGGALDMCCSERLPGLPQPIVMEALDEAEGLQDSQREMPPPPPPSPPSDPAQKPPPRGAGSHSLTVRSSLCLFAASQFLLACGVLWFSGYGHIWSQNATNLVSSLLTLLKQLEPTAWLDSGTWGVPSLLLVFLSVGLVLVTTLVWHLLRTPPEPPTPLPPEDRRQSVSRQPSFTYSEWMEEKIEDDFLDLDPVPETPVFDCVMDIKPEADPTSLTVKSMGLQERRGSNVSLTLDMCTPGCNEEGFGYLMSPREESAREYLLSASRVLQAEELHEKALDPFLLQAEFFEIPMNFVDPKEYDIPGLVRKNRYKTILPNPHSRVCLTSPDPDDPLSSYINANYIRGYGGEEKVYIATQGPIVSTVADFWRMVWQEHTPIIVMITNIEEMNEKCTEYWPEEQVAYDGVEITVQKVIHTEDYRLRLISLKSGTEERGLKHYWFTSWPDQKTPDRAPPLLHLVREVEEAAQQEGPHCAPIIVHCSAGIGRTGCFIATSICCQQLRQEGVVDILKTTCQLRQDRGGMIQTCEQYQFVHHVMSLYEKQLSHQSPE
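Test system: STEP tyrosine phosphatase / Reagent: OMFP at 25 µM / Doses: 20 µM, 1% DMSO / Read-out: percent inhibition scaled to no-enzyme and uninhibited-enzyme controls, plate-pattern corrected / Detection: FITC-channel fluorescence of OMFP product / Medium: Bis-Tris buffer pH 6.0, 2.5 mM DTT, 0.005% Tween 20 / Schedule: 20 min at room temperature, dark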
DNMT1 inh – human DNMT1 methyltransferase inhibitors, primary screen, biochemical, molecular beacon, fluorescence, HinP1I cleavage, uHTS. AID 588458, 2011. hit rate 0.83% among 360,000. DNA (cytosine-5)-methyltransferase 1 (Homo sapiens), P26358. inhibition (reported as % activation of signal), % at 10 µM; in the data active = inhibition above about 50%
Scp-1 inhibitor – Scp-1 phosphatase inhibitors, primary screen, biochemical, colorimetric, uHTS; Carboxy-terminal domain RNA polymerase II polypeptide A small phosphatase 1 (Homo …; Recombinant Scp1, phosphopeptide, malachite green phosphate absorbance; inhibition, % at 20 µM; hit rate 0.88% among 340,000;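 active = inhibition above about 50% at 20 µM, limit read from the data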;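 also: plate controls were DMSO wells with enzyme for no effect and wells lacking enzyme for full effect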
Target sequence (Q9GZU7 76-261 limits assumed): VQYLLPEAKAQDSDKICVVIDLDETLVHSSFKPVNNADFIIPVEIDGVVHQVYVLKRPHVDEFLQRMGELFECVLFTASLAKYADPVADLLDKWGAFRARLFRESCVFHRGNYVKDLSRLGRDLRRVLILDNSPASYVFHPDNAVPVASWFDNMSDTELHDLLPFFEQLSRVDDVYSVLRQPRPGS
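Test system – truncated SCP-1 phosphatase (76-261aa) · Reagent – Phosphorylated 17-residue peptide substrate · Incubation – 45 min room-temperature reaction, 5 min colour, 30 min stabiliser · Detection – colorimetric phosphate reagent with accelerator and stabiliser, absorbance at 630 nm · Measure – % inhibition at 20 µM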
MsrA inhibitor – bovine MsrA enzyme inhibitors, primary screen, biochemical, absorbance, HTS. Methionine sulfoxide reductase A (Bos taurus). hit rate 0.75% among 360,000. AID 651718, 2012. purified bovine MsrA, absorbance read-out. inhibition, % at 15.5 µM; in the data active = inhibition above about 4.5%;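 also: 0% = vehicle wells with enzyme and 100% = reference inhibitor wells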
CSN inh – inhibitors of CSN-mediated cullin deneddylation, primary screen, biochemical, fluorescence polarization, uHTS; COP9 signalosome complex subunit 5 (Homo sapiens), Q92905; Purified CSN, SCF-Nedd8-OG deneddylation; inhibition, % at 12.5 µM; hit rate 0.38% among 360,000; AID 651999, 2013;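 active = pattern-corrected inhibition above about 35%, with an unprinted fluorescence ratio check between 0.5 and 1.5, limit read from the data, passing the limit was not always enough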;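 also: 0% = enzyme with substrate and 100% = substrate without enzyme; some results filed as inactive read as strong as hits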
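Schedule: reaction 90 min, room temperature / Assay system: HEK293T-derived human Csn5 enzyme / Input: Csn5 at 0.24 nM final / Measure: inhibition of Csn5 cleavage, % / Control set: substrate-only high control, full reaction low control / Technique: fluorescence polarization of the substrate / Buffer or medium: Tris/NaCl/DTT buffer, pH 7.5 / Reagent: SCFSkp2-Nedd8OG substrate at 10 nM final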
SUMO1-SIM PPI – modulators of SUMO1 protein-protein interactions, primary screen, biochemical, uHTS; Small ubiquitin-related modifier 1 (Homo sapiens), P63165; inhibition, % at 20 µM; SUMO1 binding to a labelled peptide, TR-FRET, 1 h; hit rate 0.33% among 360,000; in the data active = inhibition above about 37%
Target sequence (P63165 whole entry, looked up): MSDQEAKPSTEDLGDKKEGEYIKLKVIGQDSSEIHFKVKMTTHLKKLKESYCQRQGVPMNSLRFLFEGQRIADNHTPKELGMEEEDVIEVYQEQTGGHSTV
NadD block – inhibitors of S. aureus NadD, primary screen, biochemical, colorimetric, uHTS. Nicotinate-nucleotide adenylyltransferase NadD (Staphylococcus aureus N315). purified NadD enzyme, colorimetric absorbance read-out. inhibition, % at 20 µM. hit rate 0.78% among 360,000; in the data active = inhibition above about 26%; also: some compounds past the cut are filed as inactive
Rpn11 block – Rpn11 (PSMD14) deubiquitinase inhibitors, primary screen, biochemical, fluorescence polarization, uHTS; hit rate 0.59% among 360,000; human 26S proteasome, Ub4-pepOG fluorescence polarization; 20S core pre-blocked with epoxomicin; calls only at 20 µM;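 active = inhibition at 20 µM, scaled to each plate's controls, above about 33%, limit read from the data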
LMPTP inh – LMPTP phosphatase inhibitors, primary screen, biochemical, fluorescence intensity, uHTS. hit rate 0.22% among 360,000. inhibition, % at 20 µM. recombinant LMPTP-A, OMFP fluorogenic substrate. AID 651560, 2012. Low molecular weight phosphotyrosine protein phosphatase (Homo sapiens), P24666;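 active = compounds that cut the enzyme signal by at least half of the control window in the single-dose screen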;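 also: plate controls were DMSO wells with enzyme plus substrate for no effect and substrate without enzyme for full effect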
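Assay system: LMPTP-A enzyme. Input: 0.625 nM LMPTP-A final. Probe or stimulus: 400 µM OMFP. Compound dosing: single 20 µM dose. Schedule: 50 min dark incubation at room temperature. Detection: fluorescence intensity of OMFP turnover product. Read-out: percent inhibition versus substrate-only and uninhibited controls. Benchmarks: no-enzyme low control, uninhibited high control.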
TbMetRS inhib – T. brucei MetRS inhibitors, primary screen, biochemical, luminescence; methionyl-tRNA synthetase (Trypanosoma brucei brucei); purified T. brucei MetRS, ATP depletion, Kinase-Glo luminescence; inhibition, % at 11.9 µM; hit rate 0.4% among 360,000; AID 624268, 2012;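 active = inhibition above a per-plate cutoff of the control wells' mean inhibition plus 3 SD, cut at about 5.5% in these data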;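 also: 0% = DMSO wells median and 100% = median of wells with control inhibitor compound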
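Material: T. brucei methionyl-tRNA synthetase, purified; reagent: substrates ATP, L-methionine and bulk Escherichia coli tRNA; dosing: 11.9 µM single point; timing: 15 min plus 2 h at 25 °C; detection: luminescence of leftover ATP; evaluation: % inhibition; control set: DMSO-only wells as low control; replicates: singlicate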
Numbers without * were called inactive; i = inactive; . = not tested or not shown.

LMPTP inh	MsrA inhibitor	TbMetRS inhib	NadD block	SUMO1-SIM PPI	DNMT1 inh	Scp-1 inhibitor	STEP block	CSN inh	Rpn11 block	Compound
-0.2	0.7	-1.6	-2	7	1	-2	0	-3	i	O=C(NNC(=O)c1ccccc1O)c1ccc(Cl)cc1
2.2	-0.1	0.0	-10	-28	2	-12	0	3	i	O=C1C=C(c2ccc3c(c2)OCO3)C[C@@H](c2ccc(F)cc2)C1
-0.6	0.1	-1.5	-5	-11	0	-7	-2	1	i	Cn1ncc([N+](=O)[O-])c1C(=O)Nc1ccc(Cl)cc1
-2.7	-0.6	0.0	-5	-3	4	-7	12	0	i	CC(=O)Nc1nc(C)c(C(C)(C)C)s1
-0.3	-0.4	-0.4	-4	3	-1	5	3	1	i	CC(C)Cc1nnc(NC(=O)C2CC(=O)N(c3ccc4c(c3)OCCO4)C2)s1 (configuration not stated)
3.2	1.1	-0.2	-4	11	-4	-2	1	-2	i	CC(=O)Nc1ccc(S[C@@H](CCN2CC[C@H](C(C)(C)C)CCC2=O)c2ccccc2)cc1
-1.8	-1.0	-0.6	-1	-1	-6	-1	0	1	i	COC(=O)c1ccc(NC(=O)COc2ccc(S(=O)(=O)N3CCCCC3)cc2)cc1
-0.7	-0.8	-0.1	3	1	-1	-5	-3	1	i	CSCCCNC(=S)Nc1ccc(N2CCOCC2)cc1
-0.4	-0.2	0.4	5	7	-3	-7	3	2	i	Cc1ccc(NS(=O)(=O)c2cc3c4c(c2)CC(=O)N4CCC3)cc1C
0.2	0.6	-0.2	6	-5	-2	-5	-2	-5	i	Cc1cc(C(=O)NNC(=S)NC2CCCCC2)cs1
0.0	0.0	3.2	-7	-11	4	-4	0	-4	i	Cn1c(-c2ccccc2)cnc1NCc1cccc([N+](=O)[O-])c1
-2.4	-0.7	-1.1	-1	2	-2	-14	2	-2	i	COc1cc(C2C(C(=O)c3cccs3)=C(O)C(=O)N2CCN2CCOCC2)cc(OC)c1OC (configuration not stated)
2.0	0.9	-1.4	-6	-2	-5	-10	-1	-7	i	CCCOc1ccc(N2C(=O)CC(N(CCc3ccc(OC)cc3)C(=O)c3cccc(F)c3)C2=O)cc1 (configuration not stated)
-0.6	-0.6	-1.5	9	-3	2	-5	-1	-1	i	CCn1c(Cc2ccccc2)nnc1SCC(=O)Nc1ccc(N2CCOCC2)c(Cl)c1
0.6	1.0	-0.4	-4	-1	44	11	3	15	i	CCOC(=O)c1nn(-c2ccc(C)cc2)c(=O)cc1OCC(=O)Nc1ccc(OC)cc1
-0.4	0.3	0.2	2	-2	4	-5	-2	1	i	O=C(Nc1cccc(C(F)(F)F)c1)c1cnc2n(c1=O)CCS2
1.0	0.5	-0.1	14	-4	23	9	2	-1	i	O=C(O)COc1ccccc1/C=N/NC(=O)CSc1nc2ccccc2c(=O)n1-c1ccc(Cl)cc1
1.6	0.8	0.0	-5	-25	-11	.	-2	4	i	COc1ccc(-c2cc(NC=O)c3ncc(-c4ccc(C(C)=O)cc4)n3c2)cc1OC
0.5	0.0	-0.5	-7	0	-2	-4	3	-2	i	Cc1ccc(C(=O)OCC(=O)NC(C)c2ccccc2)cc1C (configuration not stated)
0.5	-0.8	-0.1	6	-4	4	-7	2	-3	i	Cc1[nH]n2c(=O)cc(Cc3ccccc3)nc2c1C#N
0.1	-1.2	0.0	5	-2	0	1	-2	0	i	COc1cc(C)c(COc2ncnc3ccccc23)cc1OC
-1.0	-1.1	-0.5	-3	3	3	-8	2	-1	i	COc1cccc(CN=CC2=C(O)CC(C)(C)CC2=O)c1OC
-1.7	-0.1	-0.4	-3	1	5	-5	3	1	i	COc1ccccc1N(Cc1ccccc1)S(=O)(=O)c1cccc(C(=O)O)c1
1.2	-0.1	-0.4	3	0	0	-1	-3	-3	i	COc1ccc(NC(=S)NCc2cccnc2)cc1OC
3.3	-0.7	0.6	-12	1	-6	-11	-6	4	i	CC(C)(CCl)C(=O)Nc1ccc(Sc2ccc(F)cc2)cc1
1.9	0.1	-0.3	1	3	9	.	-1	-1	i	COc1ccccc1NC(=O)C(C)OC(=O)C1CC(=O)N(Cc2ccco2)C1 (configuration not stated)
0.5	0.1	-0.5	3	0	0	-5	-1	-1	i	CCCc1nnc(NC(=O)C2CCN(C(=O)C3CC(=O)N(c4ccc(C)cc4)C3)CC2)s1 (configuration not stated)
0.5	2.9	-0.2	-2	-1	1	-11	1	5	i	CSc1nc2sc3c(c2c(=O)n1CC(C)C)CC(C)(C)OC3
-2.2	-0.8	-0.4	-6	-1	0	-8	0	3	i	CC(C)OC(=O)CSc1nnc2n1C(C)(C)Cc1ccccc1-2
0.1	-0.6	-0.6	-3	-3	2	-1	-3	3	i	Cc1nn(CC(=O)NCC2CCCO2)c(C)c1[N+](=O)[O-] (configuration not stated)
-2.1	0.1	-1.2	0	-3	1	5	0	3	i	COc1ccc(CNC(=O)CCn2c(=O)[nH]c3ccccc3c2=O)cc1
-3.3	0.0	-0.5	6	0	1	3	10	2	i	O=C(Nc1nccs1)c1ccc(Cl)c(S(=O)(=O)N2CCOCC2)c1
2.4	-0.7	-0.3	-3	4	2	-14	3	0	i	O=C1C=C(c2cccc(Cl)c2O)C[C@@H](c2ccc(F)cc2)C1
2.1	-1.1	-0.3	-10	-21	-7	-4	-2	-2	i	CC1(C)Cc2c(sc3nc(-c4cc5ccccc5o4)n(N)c(=O)c23)CO1
-0.1	-1.3	0.1	-6	-9	-2	-2	-1	3	i	O=C(NCCCN1CCOCC1)c1sc2ccccc2c1Cl
0.2	1.0	-0.5	-5	-3	0	-5	-3	3	i	Cc1cc(C)nc(NS(=O)(=O)c2ccc(CC(C)C)cc2)c1
0.8	2.4	-0.1	3	-4	-1	5	1	7	i	CC(=O)c1c(C)[nH]c(C(=O)CSc2nnc(NC3CC3)s2)c1C
-0.9	-0.5	-0.7	0	18	-1	2	-1	2	i	NS(=O)(=O)c1cccc(NS(=O)(=O)c2ccc(/C=C/C(=O)OCC(=O)c3ccc(Br)cc3)cc2)c1
-0.1	0.9	0.4	3	1	1	-5	2	-1	i	O=C(O)c1cn(-c2ccccc2)c(=O)c2ccccc12
0.9	.	1.0	22	0	-34	4	-4	0	i	Cc1cccc(-c2oc3ccc(-c4ccc5c(c4)OCO5)cc3c2/C=C/c2ccc(N)cc2)c1

As a working copy, 2 of the compounds above.
LMPTP inh	MsrA inhibitor	TbMetRS inhib	NadD block	SUMO1-SIM PPI	DNMT1 inh	Scp-1 inhibitor	STEP block	CSN inh	Rpn11 block	Compound
-0.1	0.9	0.4	3	1	1	-5	2	-1	i	O=C(O)c1cn(-c2ccccc2)c(=O)c2ccccc12
0.9	.	1.0	22	0	-34	4	-4	0	i	Cc1cccc(-c2oc3ccc(-c4ccc5c(c4)OCO5)cc3c2/C=C/c2ccc(N)cc2)c1

Further structures.
LMPTP inh	MsrA inhibitor	TbMetRS inhib	NadD block	SUMO1-SIM PPI	DNMT1 inh	Scp-1 inhibitor	STEP block	CSN inh	Rpn11 block	Compound
-0.8	-0.8	-0.3	-1	0	0	-11	0	6	i	CNC(=O)NNC(=O)c1onc(-c2c(Cl)cccc2Cl)c1C(=O)OC
2.0	3.2	-0.5	-6	-2	-1	-13	0	5	i	COc1cc2[nH]c(C(=O)N3CCc4ccccc43)cc2c(OC)c1OC
0.0	3.2	-0.3	4	-7	3	-2	-1	0	i	CCN(C(=O)COc1ccc2ccc(=O)oc2c1)C1CCCCC1
-1.2	0.0	-1.3	7	8	3	2	0	-7	i	CCn1c(=O)c(C(=O)NNC(=O)c2ccccc2F)c(O)c2ccccc21
0.1	2.2	-1.0	1	-3	2	3	-1	-6	i	Cn1c2c(c(=O)n(C)c1=O)C(c1ccc(F)cc1)C(C#N)=C(N)O2 (configuration not stated)
-1.8	3.1	-0.4	5	4	-1	-4	2	-1	i	COCCn1c(SCC(=O)NCCCN2CCCC2=O)nc2sc3c(c2c1=O)CCCC3
-0.6	-0.7	-0.1	1	0	2	1	0	0	i	CCOC(=O)COc1ccc2c3c(c(=O)oc2c1C)CCC3
3.4	1.6	-0.6	10	-1	-3	-4	-2	0	i	COc1ccc(-c2nc(NC(=O)C3CCN(c4nc5ccccc5o4)CC3)sc2C)cc1
-0.5	0.2	-0.1	1	3	1	-4	0	-3	i	CC(C)Cn1c(N)c(C=O)c(=O)n(C)c1=O
-1.6	1.4	-0.3	-7	-37	0	-5	-2	0	i	O=C1c2cccc3cc([N+](=O)[O-])cc(c23)C(=O)N1CC1CCCO1 (configuration not stated)
